aSyn yeast inh = inhibitors of alpha-synuclein toxicity in yeast | Yeast expressing alpha-synuclein, growth rescue, BacTiter-Glo, 24 h | Potency, µM (highest dose often 46.1 µM), for inactives: at the highest dose growth rescue (activation), hits mostly activators | 0.14% of 370,000 active | AID 652106; note: % of control where 0% means no effect; nearly all actives have a fitted effect of over 65% in size
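Readout is rescue of growth in alpha-synuclein-expressing yeast, so inhibitors of toxicity appear as activators. Growth after 24 hr at 30 deg C in galactose medium is quantified by luminescence.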
EPAC2 antag = EPAC2 (human) antagonism; 0.18% of 360,000 active; EPAC2 GEF exchange of Rap1B-BODIPY-GDP, fluorescence; AID 720708; Potency, µM (highest dose often 114 µM), for the others: at the highest dose activity, negative = inhibition, hits mostly inhibitors; Q8WZA2; note: % is set by controls: 0 for no effect and ±100 for the full control effect; nearly all actives have a fitted effect of over 45% in size; many of its hits are not listed in these tables
EPAC1 antag = EPAC1 (human) antagonism; Potency, µM (titrated, usually from 115 µM), without a hit: at the highest dose activity change, negative = inhibition, most hits filed as inhibitors; O95398; 0.14% of 360,000 active; EPAC1 GEF assay, Rap1b-BODIPY-GDP exchange fluorescence;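 note: plate controls were vehicle for no effect and positive control for full effect; nearly all actives have a fitted effect of over 50% in size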
PTHR1 ag = PTHR1 (human) receptor agonism; HEK293 GP2 PTHR1 cells, GloSensor cAMP luminescence, 1 h; Potency, µM (top dose mostly 115 µM), for inactives: at the top dose activation, actives largely listed as activators; 0.075% of 410,000 active; AID 743266; note: nearly all actives have a fitted effect of over 55% in size; some results filed as inactive show a strong effect at the top dose; inactives centre near -15; many of its hits are not listed in these tables
Target sequence (Q03431 whole entry, looked up): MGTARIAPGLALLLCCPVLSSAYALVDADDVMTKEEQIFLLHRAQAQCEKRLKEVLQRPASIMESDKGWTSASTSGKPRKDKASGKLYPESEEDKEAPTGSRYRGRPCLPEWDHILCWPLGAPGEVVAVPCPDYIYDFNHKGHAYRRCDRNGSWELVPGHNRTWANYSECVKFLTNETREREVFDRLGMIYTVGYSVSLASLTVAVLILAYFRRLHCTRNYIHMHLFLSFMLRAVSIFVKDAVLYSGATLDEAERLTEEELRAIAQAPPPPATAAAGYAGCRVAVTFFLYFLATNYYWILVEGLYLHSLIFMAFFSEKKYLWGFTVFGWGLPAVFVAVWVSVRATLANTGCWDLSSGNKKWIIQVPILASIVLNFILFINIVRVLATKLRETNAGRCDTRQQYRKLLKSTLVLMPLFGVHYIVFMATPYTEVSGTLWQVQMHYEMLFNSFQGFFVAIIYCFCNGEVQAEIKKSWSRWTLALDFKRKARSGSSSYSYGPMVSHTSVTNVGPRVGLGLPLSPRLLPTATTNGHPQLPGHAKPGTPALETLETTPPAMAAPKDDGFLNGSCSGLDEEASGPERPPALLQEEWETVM
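HEK-293-derived GP2 cells expressing PTHR1 and a GloSensor cAMP reporter, 3,000/well, plated overnight, given luciferin plus IBMX (each 0.5 mM as added) for 1 h at 37 °C, then compound for 1 h at 37 °C. Luminescence was read after 15 min at room temperature.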
EPAC2 agonist = agonists of human EPAC2 (RAPGEF4) | Potency, µM (series often up to 154 µM), for the others: top-dose activation, most hits filed as activators | AID 720711 | EPAC2 activation, biochemical qHTS; response scale: 100% = 6.5 mM cAMP response | Q8WZA2 | 0.079% of 360,000 active; note: nearly all actives have a fitted effect of over 50% in size
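Readout is BODIPY fluorescence (480 nm excitation, 540 nm emission), which falls as labeled GDP is exchanged off Rap1B. EPAC2 at 100 nM acted on 250 nM RAP1B-BODIPY-GDP with 50 uM GDP present.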
FUS suppressor = rescues growth of FUS-expressing yeast; 0.24% of 390,000 active; S. cerevisiae FUS-expressing, growth rescue, OD600, 24 h; Potency, µM (series often up to 76.6 µM), for inactives: at the top dose growth rescue (activation), hits mostly activators; AID 1347120;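 note: plate controls were DMSO vehicle for no effect and reference control for full effect; nearly all actives have a fitted effect of over 55% in size; some results filed as inactive show a strong effect at the top dose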
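Yeast expressing FUS under galactose induction, OD 0.005 in 2% galactose medium; compounds in a dilution series, 24 h at 30C. Growth rescue by absorbance at 600 nm; CP55940 positive control, DMSO negative.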
TDP-43 yeast inh = rescues yeast growth from TDP-43 toxicity. 1.8% of 410,000 active. TDP-43 expressing yeast growth rescue, BacTiter-Glo, 24 h. AID 652104. Potency, µM (top dose mostly 46.1 µM), without a hit: top-dose growth rescue (activation), usual class: activators; note: % of control where 0% means no effect; nearly all actives have a fitted effect of over 50% in size
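Luminescence from BacTiter-Glo reports growth of TDP-43-expressing yeast after 24 hr at 30 deg C with compound. Cells were raffinose-pregrown to mid-log, then seeded in galactose medium at OD600=0.02.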
EPAC1 agonist = agonists of human EPAC1 | O95398 | EPAC1 agonist qHTS, biochemical assay; response scale: 100% = response to 6.5 mM cAMP | Potency, µM (titrated, usually from 154 µM), inactives show at the top dose activation, usual class: activators | 0.073% of 360,000 active | AID 720707; note: nearly all actives have a fitted effect of over 60% in size
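Multi-concentration qHTS readout: loss of Rap1B-bound BODIPY-GDP fluorescence driven by 100 nM EPAC1 with excess GDP (50 uM), monitored kinetically at room temperature; agonist response expressed relative to 6.5 mM cAMP.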
* marks the source's active call; other numbers are inactive results; i = inactive; ? = inconclusive; . = not tested or not shown; [ ] = dose if it differs, or a comment. Calls come from the whole dose curve; as a rule, active = well fitted curve in the direction sought with a large enough effect; inconclusive = small, poorly fitted or top-dose-only effect, or another doubt; inactive = no such curve, though single readings can be large; an effect the other way counts as inactive or inconclusive. Potency is the fitted concentration of half-maximal effect. A portion of the library, so the mix of outcomes need not match the whole.

SMILES | aSyn yeast inh | EPAC2 antag | EPAC1 antag | PTHR1 ag | EPAC2 agonist | FUS suppressor | TDP-43 yeast inh | EPAC1 agonist
CCOC(=O)C(Cc1ccc(OC)c([N+](=O)[O-])c1)NC(=O)CCC(=O)Nc1ccc(C)cc1 (configuration not stated) | 4% | 2% | -5% | -18% | 8% | -21% | 12% | 1%
Cc1cc(=O)n2c3ccccc3n(CC(O)CN3CCCC3)c2c1C#N (configuration not stated) | 3% | 1% | 9% | -7%[57.5 µM] | 1% | 17% | 6% | 6%
COc1cccc(NC(=O)Cc2cccs2)c1 | -7% | -3% | -4% | -16% | 0% | -6% | 19% | 11%
COc1ccc(-n2nc(C(=O)NCC(=O)N(C)Cc3ccccc3)c3ccccc3c2=O)cc1 | 3% | 1% | -3% | -15% | 11% | 6% | 25% | 11%
Cc1cccc(N2CCN(C(=O)CCNS(=O)(=O)c3ccc4c(c3)CCC(=O)N4)CC2)c1C | 3% | -3% | 0% | -31%[inhibitor] | -3% | 2% | 5% | 12%
N#C/C(=C\c1cc([N+](=O)[O-])c(N2CCOCC2)cc1N1CCOCC1)c1nc2ccccc2[nH]1 | 0% | -4% | ? | i | 2% | 33% | 14% | -1%
Nc1ccccc1SC(C[N+](=O)[O-])c1ccccc1 (configuration not stated) | 6% | -21% | -5% | -60% | -1% | 4% | ? | -2%
CCCCCCc1cc2cc(S(=O)(=O)c3ccc(Cl)cc3)c(=O)oc2cc1O | -13% | -14% | 4% | -43%[inhibitor] | -1% | -13% | -8% | 0%
CCOC(=O)N1CCC(N2CCN(CCC(C)C)C(CCO)C2)CC1 (configuration not stated) | 0% | 4%[57.1 µM] | -9% | i | 14% | -2% | -2% | 4%
NC1=NC2(CCCCC2)N(c2ccc(F)cc2)C(N)=N1 | 4% | 3% | 6% | i | 5% | 13% | 1% | 0%
CC(C)Oc1ccc2c(c1)OC(c1ccccc1)(C(F)(F)F)NC2=O (configuration not stated) | 9% | 1% | -11% | i | -13% | 0% | 14% | -16%
CN1CCN(C(=O)N2CCNC2=O)CC1 | 2% | 7% | 7% | i | 2% | -15% | 21% | -3%
O=C(c1ccccc1Cl)N(Cc1ccc(Br)cc1)N1C(=O)CCC1=O | 8% | -13% | -3% | -68%[inhibitor] | 1% | 9% | 10% | -19%
O=C1/C(=C\c2ccc(Br)cc2)SC(=S)N1NS(=O)(=O)c1ccccc1 | -1% | 18µM* | ? | i | -12% | 3% | 4% | -5%
CC(C)C[C@@H](COCc1ccc([N+](=O)[O-])cc1)N1CCN(C(=O)c2ccc(C(F)(F)F)cc2)CCC1=O | 1% | -15% | -19% | i | -8% | ? | 0% | -4%
CCc1ccc(NC(=O)CS(=O)CC(=O)NCC2OCCc3ccccc32)cc1 (configuration not stated) | -2% | 8% | 9% | i | 1% | 16% | 3% | -3%
CCc1ccc(OCC(=O)NC(=S)Nc2ccc(C)cc2C)c(Br)c1 | 0% | 9% | 7% | -17% | 3% | -7% | -20% | 4%
CC1(C(=O)NS(=O)(=O)c2cccc(Cl)c2)CCN1C(=O)C1CCCCC1 (configuration not stated) | 6% | 8% | -6% | i | 4% | 0% | ? | -4%
CCCc1nnc(NC(=O)CN2CCOCC2)s1 | -4% | -1% | -19% | i | 9% | 18% | 24% | 7%
NS(=O)(=O)c1cccc(NC(=O)CSc2ncnc3ccccc23)c1 | -9% | 0% | ? | -7% | 4% | 5% | 9% | -4%
COc1ccc(C(C)=O)cc1CSc1nnc(-c2ccncc2)n1C | -3% | 1% | -19% | -54%[inhibitor] | 3% | 0% | -21% | -1%
CC(=O)Nc1c(C(=O)N2CCN(c3ccccn3)CC2)cnn1-c1ccc(C)cc1 | -16% | 12% | -6% | i | 8% | . | -3% | -8%
CCc1c(O)nc(SCC(=O)Nc2nc3ccccc3s2)n(-c2ccc(C)cc2)c1=O | 9% | 3% | 23% | -19% | 11% | ? | 11% | -1%
CC(C)(C)OC(=O)N1Cc2[nH]c3ccccc3c2C[C@@H]1C(=O)O | -4%[1.84 µM] | 3% | 17% | i | 5% | 13% | 17% | -9%
CC12CCC(=O)N1C(C(=O)NCCN1C(=O)S/C(=C\c3ccccc3Cl)C1=O)CS2 (configuration not stated) | 15% | 9% | -8% | -5% | 8% | 23% | 6% | 4%
COc1ccc(OC)c(S(=O)(=O)Nc2c(F)cccc2F)c1 | 10% | -13% | -13% | ? | 2% | ? | -1% | 0%
COc1ccc(C(=O)O)cc1S(=O)(=O)NC(C)C | 2% | -2% | -21% | i | 4% | -16% | -1% | 10%
COc1ccc(OC)c(/C=N/NC(=O)CCc2c(C)n[nH]c2C)c1 | 2% | 4% | -13% | -14% | 4% | 1% | 8% | 2%
CCOC(=O)c1c(C)c(-c2ccccc2)n(CC(=O)NCCCN(CC)CC)c1C | -3% | 1%[57.1 µM] | -10% | i | 16% | 1% | -13% | 8%
CC(=C/c1ccccc1)/C=N/NC(=O)CSc1nc(C)cc(C)n1 | 14% | -9% | -6% | i | 9% | 21% | 17% | 4%
Cc1ccc(NC(=O)NCC2CC2(Cl)Cl)cc1 (configuration not stated) | 0% | 3% | ? | -14% | 7% | 22% | -7% | -8%
Cc1cc2oc(C(=O)N3CCN(Cc4ccccc4)CC3)c(C)c2cc1C | -2% | 7% | -7% | -63%[inhibitor] | 11% | -11% | -19% | 1%
COC(=O)c1ccc(NC(=S)NCCCN2CCCC2=O)cc1 | -3% | 2% | 7% | -81%[inhibitor] | 6% | -7% | -2% | -8%
CCC(CO)Nc1ncnc2c1cnn2-c1ccc(Cl)cc1 (configuration not stated) | 12% | -7% | -7% | -53%[inhibitor] | 12% | -12% | 23% | -11%
Cc1ccc(N(CC(N)=O)C2SC(=O)NC2=O)cc1 (configuration not stated) | 0% | 1%[57.1 µM] | 2% | i | 22% | -16% | 1% | 5%
CCCn1c(SCC(=O)NC2CCCc3ccccc32)n[nH]c1=O (configuration not stated) | 0% | 12% | -18% | -16% | 7% | -23% | -3% | -10%
COc1ccc(C(=O)Nc2ccccc2)cc1S(=O)(=O)NCc1ccco1 | -4% | 6% | -4% | i | 10% | 21% | -22% | 1%
O=C(/C=C/c1cccs1)Nc1sc2c(c1C(=O)O)CCCC2 | -3% | 1% | -26% | -14% | 7% | 22% | -23% | -18%
COc1ccc([C@@H]2OC2(C(N)=O)C(N)=O)cc1 | 0% | 5% | -17% | i | 1% | -10% | 0% | -8%
CN=C1SC(CC(=O)Nc2ccccc2F)C(=O)N1/N=C/c1ccc(O)c(OC)c1 (configuration not stated) | 3% | 5% | 10% | i | 15% | 21% | 13% | 2%

EPAC2 antag, entries above that show a hit
SMILES,EPAC2 antag,EPAC1 antag,PTHR1 ag,EPAC2 agonist,FUS suppressor,EPAC1 agonist
O=C1/C(=C\c2ccc(Br)cc2)SC(=S)N1NS(=O)(=O)c1ccccc1,18µM*,?,i,-12%,3%,-5%

Continued.
SMILES | aSyn yeast inh | EPAC2 antag | EPAC1 antag | PTHR1 ag | EPAC2 agonist | FUS suppressor | TDP-43 yeast inh | EPAC1 agonist
Cc1c(NC(=O)COC(=O)Cn2cc(C(F)(F)F)ccc2=O)cccc1[N+](=O)[O-] | 13% | 2% | -10% | -44%[inhibitor] | -4% | -19% | 7% | -5%
Cc1nn(C)c(C)c1S(=O)(=O)N1CCC(C(=O)NC(C)c2ccccc2)CC1 (configuration not stated) | -1% | -8% | -2% | -7% | 5% | -9% | 20% | 14%
CC(C)(C)OC(=O)NN1CC(=O)N2Cc3[nH]c4ccccc4c3C[C@H]2C1=O | 1% | 3% | -3% | -17% | 0% | 8% | 4% | 2%
CCN1C(=O)c2cccc3c(S(=O)(=O)NCC4CCCO4)ccc1c23 (configuration not stated) | 1% | 7% | -4% | -30%[inhibitor] | 5% | 5% | -13% | 9%
CCOC(=O)C(Oc1ccc(=O)n(-c2ccccc2)n1)C(C)=O (configuration not stated) | 2% | 24% | 6% | 16%[57.5 µM] | 2% | 19% | -18% | 1%

Compounds above that have a halogen (14):
SMILES | aSyn yeast inh | EPAC2 antag | EPAC1 antag | PTHR1 ag | EPAC2 agonist | FUS suppressor | TDP-43 yeast inh | EPAC1 agonist
CCCCCCc1cc2cc(S(=O)(=O)c3ccc(Cl)cc3)c(=O)oc2cc1O | -13% | -14% | 4% | -43%[inhibitor] | -1% | -13% | -8% | 0%
NC1=NC2(CCCCC2)N(c2ccc(F)cc2)C(N)=N1 | 4% | 3% | 6% | i | 5% | 13% | 1% | 0%
CC(C)Oc1ccc2c(c1)OC(c1ccccc1)(C(F)(F)F)NC2=O (configuration not stated) | 9% | 1% | -11% | i | -13% | 0% | 14% | -16%
O=C(c1ccccc1Cl)N(Cc1ccc(Br)cc1)N1C(=O)CCC1=O | 8% | -13% | -3% | -68%[inhibitor] | 1% | 9% | 10% | -19%
O=C1/C(=C\c2ccc(Br)cc2)SC(=S)N1NS(=O)(=O)c1ccccc1 | -1% | 18µM* | ? | i | -12% | 3% | 4% | -5%
CC(C)C[C@@H](COCc1ccc([N+](=O)[O-])cc1)N1CCN(C(=O)c2ccc(C(F)(F)F)cc2)CCC1=O | 1% | -15% | -19% | i | -8% | ? | 0% | -4%
CCc1ccc(OCC(=O)NC(=S)Nc2ccc(C)cc2C)c(Br)c1 | 0% | 9% | 7% | -17% | 3% | -7% | -20% | 4%
CC1(C(=O)NS(=O)(=O)c2cccc(Cl)c2)CCN1C(=O)C1CCCCC1 (configuration not stated) | 6% | 8% | -6% | i | 4% | 0% | ? | -4%
CC12CCC(=O)N1C(C(=O)NCCN1C(=O)S/C(=C\c3ccccc3Cl)C1=O)CS2 (configuration not stated) | 15% | 9% | -8% | -5% | 8% | 23% | 6% | 4%
COc1ccc(OC)c(S(=O)(=O)Nc2c(F)cccc2F)c1 | 10% | -13% | -13% | ? | 2% | ? | -1% | 0%
Cc1ccc(NC(=O)NCC2CC2(Cl)Cl)cc1 (configuration not stated) | 0% | 3% | ? | -14% | 7% | 22% | -7% | -8%
CCC(CO)Nc1ncnc2c1cnn2-c1ccc(Cl)cc1 (configuration not stated) | 12% | -7% | -7% | -53%[inhibitor] | 12% | -12% | 23% | -11%
CN=C1SC(CC(=O)Nc2ccccc2F)C(=O)N1/N=C/c1ccc(O)c(OC)c1 (configuration not stated) | 3% | 5% | 10% | i | 15% | 21% | 13% | 2%
Cc1c(NC(=O)COC(=O)Cn2cc(C(F)(F)F)ccc2=O)cccc1[N+](=O)[O-] | 13% | 2% | -10% | -44%[inhibitor] | -4% | -19% | 7% | -5%
